GPR55 beta-arrestin: GPR55 agonists via beta-arrestin recruitment, primary screen, imaging, U2OS cells, beta-arrestin-GFP redistribution (AID 1961) | U2OS GPR55 beta-arrestin-GFP redistribution imaging; higher % means a stronger effect | one-dose activation, % at 10 µM; EC50 in µM for titrated hits | 0.048% of 290,000 active;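 active means activation above 40% with more than 50 cells counted in the well; inconclusive means wells holding fewer than 50 cells, flagged as toxic or sparse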;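 further: U2OS osteosarcoma cells stably expressing GPR55 and beta-arrestin-GFP; plate controls were DMSO negative control for no effect and LPI positive control for full effect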
GPR55 LPI antagonism: inhibition of LPI-stimulated GPR55 beta-arrestin translocation – imaging, U2OS, beta-arrestin-GFP, LPI agonist, primary screen (AID 2013). U2OS GPR55 beta-arrestin-GFP translocation imaging, LPI antagonism; higher % means a stronger effect. inhibition, % at 10 µM; hits with a dose series show IC50 in µM. 0.13% of 290,000 active;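 active means spots per cell inhibited over 60%, with over 100 cells counted and total cytoplasm intensity under 500,000; inconclusive means wells with under 100 cells, flagged as likely toxic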;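 further: U2OS cells stably carrying GPR55 and arrestin-GFP stimulated by 5 µM LPI near EC80; imaged beta-arrestin-GFP aggregate spots per cell after agonist stimulation; plate controls were LPI-stimulated DMSO wells for no effect and DMSO wells without LPI for full effect; some results filed as inactive read as strong as hits; confirmed hits need IC50 under 10 µM and bright autofluorescent wells are also inconclusive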
Yfh1-off respiration: mitochondrial function rescue without frataxin homolog – Friedreich's ataxia, plus single-dose screen, dose response (AID 1465); S. cerevisiae Yfh1-off respiration, WST-1 reduction, 72 h; higher fold induction means a stronger effect; 0.074% of 220,000 active; fold induction at 50 µM, or EC50 in µM where a hit was titrated;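 active means fold induction of absorbance versus untreated yeast above a set limit, then at least 30% activation at any dose in follow-up; inconclusive means repeats straddling the limit, or above it without dose testing; inactive means fold induction below the set limit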;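 further: activators that raise dye reduction in frataxin-depleted yeast; strong numbers were not always called active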
MgcRacGAP inhibition: MgcRacGAP GTPase-activating activity inhibitors, confirmation, biochemical, ADP Hunter fluorescence; MgcRacGAP-stimulated Rac1 GTP hydrolysis, ADP Hunter fluorescence; higher % means a stronger effect; GST-tagged Rac1 F28L mutant substrate; 0.6% of 340,000 active; one-dose inhibition, % at 30 µM; IC50 in µM for titrated hits;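 active means first-screen hits whose inhibition reached a set limit at any dose in the follow-up dose series; inconclusive means inhibition above the set first-screen limit but never retested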;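 further: fluorescence reports GDP produced by GAP-driven GTP hydrolysis; strong numbers were not always called active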
Dengue-2 NS5 capping: Dengue-2 NS5 methyltransferase inhibitors, primary screen, biochemical, confirmation dose response (AID 588689) | Dengue-2 NS5 methyltransferase capping enzyme assay, biochemical; higher % means a stronger effect | 0.3% of 340,000 active | inhibition, % at 25 µM; hits with a dose series show IC50 in µM; in the data active means a potency from the dose series; inconclusive means inhibition above about 29% without an active follow-up result
Large T inhibition: TAg ATPase/helicase activity blockers – biochemical (AID 1903); 0.39% of 310,000 active; one-dose inhibition, % at 20 µM; IC50 in µM for titrated hits; SV40 large T antigen ATPase/helicase inhibition assay; higher % means a stronger effect; in the data active means a potency from the dose series; inconclusive means inhibition mostly from about 32% at the one dose, without a potency; inactive means the rest, 99 in 100 with inhibition below about 32%; further: strong numbers were not always called active
AID2073: disruptors of CaV2.2 binding to Mint1 – biochemical, HTRF (AID 2073); HTRF protein-protein interaction, Mint1-CaV2.2; higher % means a stronger effect; inhibition, % at 20 µM, or IC50 in µM where a hit was titrated; 0.19% of 290,000 active; in the data active means inhibition mostly above about 51%, no sharp cut-off; inconclusive means no clear call, values can overlap the other calls; inactive means mostly below about 53%; further: some results filed as inactive read as strong as hits
NTR1 ag: NTR1-driven beta-arrestin-GFP spot formation – imaging, U2OS cells, high content, primary screen (AID 493036). P30989. agonist mode. activation, % at 20 µM. 0.17% of 330,000 active;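 active means activation at or above 40% of the spot to cytoplasm intensity ratio, with at least 20 cells analyzed; inconclusive means wells under 20 cells, flagged as cytotoxic or low count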;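 further: 0% = DMSO without peptide and 100% = 100 nM NTR1 peptide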
Target sequence (P30989 whole entry, looked up): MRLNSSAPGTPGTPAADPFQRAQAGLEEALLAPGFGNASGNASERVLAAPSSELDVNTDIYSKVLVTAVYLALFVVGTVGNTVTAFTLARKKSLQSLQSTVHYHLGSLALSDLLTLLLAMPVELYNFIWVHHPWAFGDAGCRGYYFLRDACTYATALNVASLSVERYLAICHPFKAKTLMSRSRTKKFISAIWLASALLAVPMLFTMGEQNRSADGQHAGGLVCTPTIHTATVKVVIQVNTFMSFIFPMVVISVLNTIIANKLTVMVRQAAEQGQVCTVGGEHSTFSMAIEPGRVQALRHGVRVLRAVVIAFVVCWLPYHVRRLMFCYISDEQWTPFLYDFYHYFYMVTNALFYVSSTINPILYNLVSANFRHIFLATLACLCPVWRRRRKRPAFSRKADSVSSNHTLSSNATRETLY
GPR35 arrestin U2OS: GPR35 antagonists blocking zaprinast-driven arrestin recruitment, primary screen, imaging, U2OS, beta-arrestin-GFP, zaprinast agonist (AID 2058). U2OS GPR35 beta-arrestin-GFP translocation imaging, zaprinast antagonism; higher % means a stronger effect. inhibition, % at 10 µM, or IC50 in µM where a hit was titrated. 0.052% of 290,000 active;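 active means inhibition of at least 50% with at least 30 cells and total cytoplasm GFP at most 10,000,000; inconclusive means under 30 cells or total GFP of 10,000,000 plus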
NTR1 ag cell count 20 µM: further read-out of NTR1 ag, marked with its call; cell count; measured here: cell count, cytotoxicity flag
Dengue-2 NS5 capping pilot replicate: recorded beside Dengue-2 NS5 capping, whose call it bears; inhibition, %; measured here: pilot screen replicate inhibition
* = called active by the depositor; i = inactive; ? = inconclusive; / = not tested or not shown.

SMILES | GPR55 beta-arrestin | GPR55 LPI antagonism | Yfh1-off respiration | MgcRacGAP inhibition | Dengue-2 NS5 capping | Large T inhibition | AID2073 | NTR1 ag | NTR1 ag cell count 20 µM | GPR35 arrestin U2OS | others
COc1ccccc1-n1c(C)nc(=O)c(-c2ccccc2)c1C | -0.1% | -4.2% | i | 3.6% | -7.4% | 3.2% | -6.1% | 1.7 | 72 | 21.3%
CC(C)Cn1c(N)c(C(=O)COC(=O)Cc2cccs2)c(=O)n(C)c1=O | -0.1% | 2.4% | / | 12.9% | -0.7% | 10.4% | 13.4% | 3.8 | 54 | -31.8%
CCN1C(=O)C(CC(=O)Nc2ccc(Br)cc2)N(CCCc2ccccc2)C1=S (stereo not drawn) | -2.3% | 9.6% | i | 9.9% | -6.9% | -1.1% | -12.0% | 24.2 | 54 | 9.1%
COc1cc(C(CCN2CCCC(C)C2)c2c(OC)cc(OC)c3c(-c4ccccc4)cc(=O)oc23)cc(OC)c1OC (stereo not drawn) | -0.1% | 15.6% | i | 6.2% | -10.3% | 11.0% | ? | 23.1 | 90 | 10.5%
CC(NC(=O)C(NS(=O)(=O)c1cccc2nsnc12)C(C)C)c1ccccc1 (stereo not drawn) | -0.1% | -6.4% | / | -0.4% | -4.9% | / | -4.4% | -0.4 | 67 | -21.7%
NC(=O)c1ccccc1NS(=O)(=O)c1ccccc1 | -0.1% | -8.8% | i | 11.8% | 1.3% | 3.0% | 12.3% | -1.6 | 90 | -1.4%
O=C1CCN(CCc2ccccc2)CCN1CCOc1ccccc1 | -0.3% | -0.3% | / | 12.4% | -4.9% | 6.0% | 8.9% | -0.3 | 64 | 11.6%
Cc1cc(C(=O)N2CCCC2C(=O)O)c(C)o1 (stereo not drawn) | 0.2% | -1.5% | i | 7.9% | 6.9% | 7.0% | 24.2% | 1.5 | 58 | -1.4% | Dengue-2 NS5 capping pilot replicate=-4.2
COc1ccc(CNC(=O)c2cccnc2Sc2ccc(Cl)cc2)cc1 | 1.0% | 2.6% | i | 1.7% | -11.3% | 4.9% | 12.8% | 1.4 | 80 | -6.0%
COc1ccc(CCC(=O)N2c3ccccc3CC2C)cc1 (stereo not drawn) | -0.2% | 3.9% | i | -3.4% | -4.0% | 4.1% | 28.7% | -0.1 | 85 | -3.0%
Cc1nc2c(cc1C#N)C(=O)c1ccccc1-2 | -0.4% | 2.9% | i | 10.4% | -0.9% | 1.9% | 12.3% | -1.2 | 76 | 9.1%
Cc1oc(-c2ccccc2Cl)cc1-c1nn2c(-c3ccco3)nnc2s1 | -0.2% | 3.2% | / | / | / | / | 11.5% | / | / | 11.1%
CCCc1cc(C(=O)N/N=C/c2ccc(C)o2)c2ccccc2n1 | -0.1% | -5.0% | i | 2.8% | -0.7% | 20.7% | 17.2% | -0.8 | 65 | 4.9%
COc1cc(C(NC=O)C(=O)Nc2c(C)cccc2C)ccc1O (stereo not drawn) | -0.1% | 12.4% | i | 11.6% | -1.1% | 23.6% | -8.4% | 0.3 | 77 | -2.8%
CCCN(C(=O)C(=O)Nc1ccc2nc3n(c(=O)c2c1)CCCCC3)c1ccc(OCC)cc1 | 0.3% | -20.6% | i | 4.5% | -6.1% | 11.8% | 1.5% | -0.4 | 39 | -6.9%
CC(=O)c1sc(NC(=O)CCNC(=O)c2ccco2)nc1-c1ccccc1 | 0.3% | -2.6% | / | 6.0% | 5.8% | 32.5% | 3.4% | 0.5 | 59 | 9.1%
Cc1cc(NC(=O)CSc2nc3ccccc3s2)no1 | -0.1% | -11.1% | i | 12.7% | -1.1% | 16.6% | -6.7% | -1.3 | 46 | 1.4%
Cn1ccnc1SCc1nc2c(cnn2-c2ccccc2)c(=O)[nH]1 | 0.8% | -0.9% | i | 4.0% | 1.9% | 5.9% | -38.1% | -1.4 | 59 | 2.2%
CCOC(=O)c1cc(OC(=O)c2cccnc2)n(-c2ccccc2)n1 | -0.1% | -0.6% | i | / | / | 19.3% | -0.3% | -0.8 | 47 | -16.3%
CCOc1ccc(C(=O)N/N=C/c2ccccc2[N+](=O)[O-])cc1 | -0.2% | 9.0% | i | 9.1% | -7.3% | 8.9% | -5.3% | 1.0 | 67 | 8.5%
Cc1ccc(N2CCN(C(=S)Nc3ccc(Cl)cc3)CC2)cc1 | -0.2% | -4.1% | / | 5.2% | 2.3% | 2.1% | 28.0% | 1.3 | 55 | 7.0%
N=C1S/C(=C\c2cn[nH]c2-c2ccc(F)cc2)C(=O)N1c1ccccc1F | 0.2% | <0.5µM* | i | 9.6% | -1.9% | 18.7% | 10.8% | 0.0 | 45 | -5.9%
CC(O)CNCCCOc1cccc(C(F)(F)F)c1 (stereo not drawn) | 0.2% | -12.0% | i | 20.2% | -6.0% | 30.5% | -8.2% | 0.2 | 53 | -16.0%
O=C(NCc1cccnc1)C(=O)Nc1cc2c3c(c1)CC(=O)N3CCC2 | / | / | / | 10.4% | -5.1% | 68.6% | / | 0.5 | 56 | /
Clc1ccc(-c2nnc(C3CCCCC3)o2)cc1 | -0.1% | -3.6% | i | 6.2% | -1.6% | 9.8% | -1.2% | -0.2 | 74 | 2.3%

Remaining list, next part
SMILES | GPR55 beta-arrestin | GPR55 LPI antagonism | Yfh1-off respiration | MgcRacGAP inhibition | Dengue-2 NS5 capping | Large T inhibition | AID2073 | NTR1 ag | NTR1 ag cell count 20 µM | GPR35 arrestin U2OS | others
CCOC(=O)c1sc(NC(=O)CCc2ccccc2)nc1C | 0.6% | -2.7% | / | 5.9% | 7.7% | 2.4% | 20.2% | -0.3 | 61 | 8.9%
CCOC(=O)Cc1csc(NC(=O)c2ccc(S(=O)(=O)N(CCOC)CCOC)cc2)n1 | -0.3% | -1.4% | i | -4.8% | 8.2% | -2.3% | -0.5% | -1.1 | 99 | -4.9%
Cc1cccc(OCc2nnc(SCC(=O)N(C(C)C)C(C)C)n2Cc2ccco2)c1C | -1.0% | 6.5% | i | 5.6% | -8.0% | 2.5% | -7.5% | -0.6 | 51 | 19.7%
O=c1[nH]c2ccccc2n1Cc1ccccc1 | 0.3% | -2.6% | i | 11.3% | 0.0% | 2.7% | 2.2% | -0.9 | 95 | -2.0%
O=C(c1ccccc1)c1cc2ccc(O)cc2oc1=O | -0.1% | -1.2% | i | 4.3% | -4.1% | 20.6% | -8.3% | -1.3 | 95 | 9.4% | Dengue-2 NS5 capping pilot replicate=4.2
O=C(CNC(=O)c1ccc(Br)cc1)NCC(=O)OCC(=O)c1ccc(F)cc1 | -0.1% | 7.4% | / | 5.5% | -3.2% | 10.1% | 2.0% | 0.6 | 66 | 8.6%
CCOC(=O)c1ccc(NC(=O)CN2C(=O)NC3(CCCCCC3)C2=O)cc1 | 0.1% | 11.2% | i | 7.5% | -3.8% | 5.9% | 4.1% | 3.0 | 53 | -16.7%
CC1Cc2nc(SCC(=O)OCc3ccccc3)n(C)c(=O)c2S1 (stereo not drawn) | -0.1% | 9.2% | i | 5.9% | -2.8% | 12.9% | -5.2% | 1.4 | 102 | 13.4%
S=C(NN=C1CCCCCC1)Nc1ccc(Cl)cc1 | -0.1% | 14.0% | i | 3.5% | -8.4% | 7.9% | -11.5% | 0.7 | 55 | -1.4%
CCC1CCCCN1Cc1ccc(OC)c(C)c1 (stereo not drawn) | 0.0% | 0.0% | i | 14.3% | -2.0% | -1.8% | -10.8% | -0.8 | 51 | 10.5%
Cc1ccc(C(=O)N/N=C\C=C\c2ccccc2[N+](=O)[O-])cn1 | 1.1% | -21.9% | i | -20.3% | -5.3% | -0.5% | -5.7% | -0.9 | 77 | 4.5%
Cc1ccc(NC(=O)C2C3C=CC4(O3)C2C(=O)N(CCCN2CCCCC2)C4C(=O)NC2CCCCC2)cc1Cl (stereo not drawn) | 0.2% | 2.1% | / | 10.2% | -2.7% | 2.0% | 8.5% | -0.5 | 45 | 5.4%
COc1cccc(C(=O)C[n+]2ccccc2/C=N/O)c1 | 1.7% | 5.7% | i | -7.1% | -3.6% | 3.2% | 1.5% | 0.1 | 80 | -9.0%
O=C(CC1Sc2ccccc2NC1=O)NCc1ccccc1 (stereo not drawn) | 0.3% | 11.1% | i | 11.5% | 5.2% | 4.5% | 1.4% | 0.3 | 43 | -8.8%
CN(C)/C=N/c1ncc(C(=O)c2ccccc2)s1 | 1.1% | 7.4% | i | 7.3% | -1.2% | -2.1% | ? | 6.4 | 96 | -2.3% | Dengue-2 NS5 capping pilot replicate=0.9
O=C(c1ccc2c(c1)OCO2)N1CCN=C1SCc1ccccc1 | -0.1% | 1.9% | i | 4.2% | -4.5% | 16.6% | -1.6% | -2.0 | 76 | 7.0%
CCOC(=O)c1c(C)[nH]c(C)c1C(=O)CSc1nnc(-c2ccncc2)n1C | 0.5% | -10.7% | / | 10.8% | -5.5% | 16.1% | -1.9% | -0.9 | 77 | -9.0%
Cc1cccc(CCN2C(Nc3ccccc3)=NC[C@@H]2CC(C)C)c1 | / | / | / | 4.8% | -1.6% | 16.0% | / | 1.0 | 100 | /
Cn1nnnc1SCC1=C(C(=O)O)N2C(=O)C(NC(=O)C3CC3c3ccccc3)C2SC1 (stereo not drawn) | 0.1% | -14.5% | i | 17.4% | 14.7% | 24.1% | -11.0% | -0.8 | 38 | 4.1%
Clc1cccc(/C=N/N2CCN(Cc3ccccc3)CC2)c1 | -0.2% | 1.5% | / | -25.9% | / | 6.6% | -1.4% | 0.7 | 68 | 2.2%
O=C(Nc1nccs1)c1ccc(N2C(=O)[C@@H]3[C@H](C2=O)[C@H]2C=C[C@@H]3C2)cc1 | 0.4% | 12.3% | i | -4.8% | -5.2% | 9.8% | 6.0% | 0.8 | 77 | 4.9%
COc1cc2cc(C#N)c(SCC(=O)Nc3cc(C)on3)nc2cc1OC | 0.3% | -7.6% | / | -0.1% | -2.4% | 7.1% | 20.5% | -1.2 | 27 | 4.4%
CCC1CCCCN1C/C=C/c1ccccc1[N+](=O)[O-] (stereo not drawn) | -0.2% | -4.8% | i | 15.2% | -12.8% | 2.1% | -8.2% | -2.2 | 72 | 6.7%
Cc1ccc(-c2noc(C3CCCN(C(=O)C4CCCCC4)C3)n2)o1 (stereo not drawn) | -0.1% | -3.8% | i | 9.8% | -2.4% | 12.6% | 26.2% | -2.5 | 77 | 12.2%

Source: PubChem
